# DAGLB inh: diacylglycerol lipase beta (human) inhibition; Q8NCG7; HEK293T DAGLB membrane lysate, EnzChek fluorogenic substrate; inhibition, % at 5.17 µM; actives 0.059% (n = 340,000); AID 504411; in the data active means inhibition above about 34%;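 further: 0% = enzyme with vehicle and 100% = wells lacking enzyme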
# PKA-R2B activ: activates the human PKA-R2B holoenzyme complex; actives 0.079% (n = 340,000); P22694+P31323; activation, % at 11.4 µM; AID 504700; PKA-R2B holoenzyme dissociation, Cy5-IP20 fluorescence polarization; R2B truncated from residue 108, S112A mutant; 0% DMSO only, 100% 113 µM cGMP;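 active means activation above a cutoff set at the mean over all compounds plus 3 SD, cut at about 18% in these data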;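 further: higher means more holoenzyme dissociation and a rise in polarization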
# Target sequence (P31323 whole entry, looked up, other chains not shown, the tested form may be a part): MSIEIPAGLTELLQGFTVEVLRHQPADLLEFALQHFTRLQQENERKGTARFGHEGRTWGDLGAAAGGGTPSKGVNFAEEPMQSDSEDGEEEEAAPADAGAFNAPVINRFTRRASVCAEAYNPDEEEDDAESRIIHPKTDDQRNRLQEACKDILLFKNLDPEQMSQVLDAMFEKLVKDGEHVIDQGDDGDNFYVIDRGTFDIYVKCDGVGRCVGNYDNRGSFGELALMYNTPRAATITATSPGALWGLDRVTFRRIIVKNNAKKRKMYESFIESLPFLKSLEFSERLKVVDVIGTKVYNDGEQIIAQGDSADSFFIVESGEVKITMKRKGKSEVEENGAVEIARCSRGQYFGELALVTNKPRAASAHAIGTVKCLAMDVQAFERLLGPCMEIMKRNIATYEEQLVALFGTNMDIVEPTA
# PKA-R1A activ: activators of PKA-R1A complex; P00514+P68181; PKA-R1A dissociation, Cy5-IP20 fluorescence polarization; scaled: DMSO 0%, 113 µM cGMP 100%; activation, % at 11.4 µM; actives 0.083% (n = 340,000); AID 504707;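 active means percent activation above the mean of all tested compounds plus 3 SD, cut at about 19% in these data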;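 further: higher means more PKAc released from R1A so a rise in polarization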
# HTR5A inv ctr: counter-screen for OPRM1-OPRD1 inverse agonists: human HTR5A inverse agonism; HTR5A cell line, luminescence; P47898; inhibition, % at 9.3 µM; actives 0.083% (n = 340,000); in the data active means inhibition mostly above about 23%, no sharp cut-off; inactive means mostly below about 18%;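 further: 0% = cells with DMSO and 100% = no-cell wells with DMSO; some compounds called inactive have numbers as strong as hits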
# Target sequence (P47898 whole entry, looked up): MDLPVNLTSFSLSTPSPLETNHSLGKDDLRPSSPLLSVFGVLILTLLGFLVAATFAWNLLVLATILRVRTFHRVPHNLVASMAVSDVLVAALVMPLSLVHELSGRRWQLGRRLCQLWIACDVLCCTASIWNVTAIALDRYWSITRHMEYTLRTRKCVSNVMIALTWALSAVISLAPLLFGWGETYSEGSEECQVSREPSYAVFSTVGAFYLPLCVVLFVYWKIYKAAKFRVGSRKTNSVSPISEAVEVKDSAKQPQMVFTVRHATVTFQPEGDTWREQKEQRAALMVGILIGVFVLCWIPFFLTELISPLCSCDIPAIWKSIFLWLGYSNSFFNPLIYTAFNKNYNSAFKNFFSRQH
# HTR5A ag ctr: HTR5A agonism, opioid heterodimer counter-screen. AID 504692. P47898. actives 0.61% (n = 340,000). HTR5A agonist assay, luminescence, cell-based. activation, % at 9.3 µM; in the data active means activation mostly above about 9.5%, no sharp cut-off; inactive means mostly below about 7.6%;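 further: 0% = cells with vehicle only and 100% = reference agonist; strong numbers were not always called active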
# phage Ecoli inh: E. coli growth loss with phage present. growth absorbance. inhibition, % at 11.9 µM. actives 0.26% (n = 360,000); in the data active means inhibition above about 11%
# Mot1-301 SUMO: inhibitors of SUMOylation pathway: yeast Mot1-301 growth rescue | S. cerevisiae Mot1-301 growth rescue, ATP luminescence, 38.5C; percent above DMSO median, 100 means doubled | actives 1% (n = 320,000) | growth rescue, % at 18.8 µM;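 active means every valid replicate shows activation above 250% relative to neutral control wells; inactive means the rest, any valid replicate at or below 250%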;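 further: OY570 slx delta 5 strain wells were the positive control but not used for scaling; some compounds called inactive have numbers as strong as hits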
# CDK5 p35 inh: CDK5/p35 (human) kinase inhibition; actives 0.01% (n = 330,000); Q00535+Q15078; inhibition, % at 10 µM; Recombinant CDK5/p35, ADP-Glo luminescence, 60 min;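 active means highest replicate inhibition of at least 50% and at least 75% of replicates reaching 50%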;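 further: plate controls were DMSO neutral control for no effect and GW8510 at 10 µM for full effect; many of its hits are not listed in these tables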
# AddAB inh: less growth of phage-infected E. coli with AddAB | E. coli expressing H. pylori AddAB, absorbance growth | inhibition, % at 11.9 µM | actives 0.29% (n = 330,000) | AID 435030; in the data active means inhibition above about 12%;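 further: 0% = vehicle wells of infected cells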
# Ecoli viability: bacterial growth inhibition, counter-screen for AddAB inhibitors; E. coli V3065 growth, OD600 absorbance, 18 h; inhibition, % at 11.9 µM; actives 0.27% (n = 330,000); AID 449728;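 active means inhibition above the campaign's mean inhibition across all tested compounds plus 3 SD, cut at about 9.9% in these data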;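 further: uninfected addAB+ strain grown without phage in ampicillin broth; 0% = DMSO wells and 100% = ciprofloxacin 0.95 µg/ml wells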
# Tat export inh: blocks Tat-dependent protein export in E. coli | E. coli MC4100 TorA-mCherry Tat export, fluorescence | inhibition, % at 10 µM | actives 0.036% (n = 340,000);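 active means mean replicate inhibition at least 50% and at least half of replicates individually reaching 50%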;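 further: exported cargo escapes ClpAP degradation while cytoplasmic cargo is degraded and loses fluorescence; 0% = median of neutral control wells and 100% = median of NaSCN control wells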
# Active calls of the source: *; x = no result given; + = active, no number.
SMILES,DAGLB inh,PKA-R2B activ,PKA-R1A activ,HTR5A inv ctr,HTR5A ag ctr,phage Ecoli inh,Mot1-301 SUMO,CDK5 p35 inh,AddAB inh,Ecoli viability,Tat export inh
COc1ccc(NC(=O)CN(C)C(=O)/C=C/c2cn(Cc3ccccc3)nc2-c2cccnc2)cc1,2,-3,0,0,0,-0.7,296,0.2,2.8,0.8,-2
Cc1cc(C)nc(SCC(=O)Nc2nc(-c3ccccc3)c(-c3ccccc3)o2)n1,-3,2,-10,-15,3,2.3,35,-1.3,0.8,-3.0,2
C[C@@H](CSc1ccc(Br)cc1)CN1CC[C@H](O)CCC1=O,1,3,-13,-3,1,2.9,8,0.5,0.1,-0.5,2
Cc1cc(/C=N/NC(=O)C(=O)NCc2ccccn2)c(C)n1-c1ccccc1,0,15,-6,-2,1,2.7,5,-4.4,0.1,0.3,8
Cc1c(C(c2ccc(N(C)C)cc2)c2c(C)n(C)n(-c3ccccc3)c2=O)c(=O)n(-c2ccccc2)n1C,5,-5,-8,17,-6,4.7,2,-3.2,2.2,-0.9,10
O=C(COC(=O)c1ccc([N+](=O)[O-])o1)Nc1nc2ccccc2s1,1,-1,2,-2,1,2.1,-11,0.0,0.5,1.1,-15
Cc1ccc(CNC(=O)c2ccc(N3CCC4(CC3)CC(c3ccccc3)=NO4)c(N)c2)cc1,0,0,-5,-7,-2,1.2,511,-1.8,0.8,-0.9,-9
COc1ccc(S(=O)(=O)N(C)C[C@H]2Oc3c(NC(=O)Nc4c(C)noc4C)cccc3C(=O)N([C@H](C)CO)C[C@@H]2C)cc1,-2,13,5,-6,2,3.2,-19,0.2,3.9,1.8,3
O=C(Nc1ccc2c(c1)CCCN2C(=O)c1cccs1)c1cccc(F)c1,0,-8,-3,-18,4,4.8,566*,-1.4,3.9,2.3,2
COc1ccc(CCN2Cc3c(N)cccc3C2=O)cc1OC,0,6,-10,-12,3,1.2,30,-1.3,-2.2,-1.3,5
CCCCN(C)Cc1c(O)ccc2c(=O)c(-c3ccccc3OC)coc12,2,3,1,-2,1,1.9,1,-3.6,-0.9,0.1,-3
CCCc1cc(=O)[nH]c(SCC(=O)Nc2sc3c(c2C(N)=O)CCCC3)n1,3,4,-5,-8,2,3.4,2,1.2,-2.1,-2.8,-12
S=c1[nH]nc(-c2ccccn2)n1/N=C/c1cccs1,-3,-11,-9,14,-6,2.1,-5,0.1,6.8,1.0,0
CN1c2ccccc2C(=O)NC1c1ccc(Cl)cc1 (stereo unspecified),0,-2,5,0,0,2.0,-1,-0.5,-0.9,0.2,0
COc1ccc(S(=O)(=O)N2CCCc3ccccc32)cc1OC,-1,-7,7,-8,3,3.5,-20,-1.5,0.6,0.0,-7
Cc1ccc2nc(SCC(=O)Nc3ccc4c(c3)OCCO4)[nH]c2c1,-1,2,-11,-17,1,-1.1,-23,-0.5,1.1,0.3,-1
Cc1ccc(S(=O)(=O)N(C)C(C)CCc2ccco2)cc1 (stereo unspecified),-11,4,-16,-12,4,0.6,47,-1.5,-0.2,-0.6,1
COc1cc(/C=N/NC(=O)CNC(=O)/C=C/c2ccco2)cc(OC)c1OC,1,-5,2,6,-2,2.3,96,-0.6,1.0,-0.1,2
Cc1n[nH]c(=O)c2c(NC(=O)CSc3nn(-c4ccc(F)cc4)c(=S)s3)oc(C)c12,0,-13,-5,7,-3,0.2,20,-6.7,-2.5,-3.4,1
COc1ccccc1CCC(=O)Nc1nc2ccccc2[nH]1,-2,-13,1,5,6,0.5,139,-1.6,0.5,-2.0,18
COc1cc(OC)cc(C(=O)N[C@H](C(=O)OCC(=O)Nc2ccc3c(c2)OCO3)C(C)C)c1,-2,-11,-3,20,-5,3.3,-7,1.4,-0.3,-1.9,7
CC(NC(=O)CSc1nc2ccccc2n1CCC#N)c1ccc(F)cc1 (stereo unspecified),0,-8,-3,22,-1,3.0,228,-2.6,-1.2,1.4,-4
Cc1cc(-n2c(SCC(=O)Nc3ccc(Br)cc3)nc3n[nH]c(C)c3c2=N)ccc1Cl,1,5,10,-30,3,2.5,-2,x,0.3,-0.6,-2
Cc1ccc(NC(=S)Nn2cnnc2)c(C)c1,-4,-12,-9,4,-1,1.7,-28,-2.2,x,x,6
Cc1ccc(NS(=O)(=O)c2ccc(/C=C/C(=O)O)cc2)cc1Cl,4,6,8,-11,4,3.5,145,-0.4,2.8,-0.8,-4

# Nine structures already listed, arranged by molecular weight, rising:
SMILES,DAGLB inh,PKA-R2B activ,PKA-R1A activ,HTR5A inv ctr,HTR5A ag ctr,phage Ecoli inh,Mot1-301 SUMO,CDK5 p35 inh,AddAB inh,Ecoli viability,Tat export inh
COc1ccccc1CCC(=O)Nc1nc2ccccc2[nH]1,-2,-13,1,5,6,0.5,139,-1.6,0.5,-2.0,18
Cc1ccc(S(=O)(=O)N(C)C(C)CCc2ccco2)cc1 (stereo unspecified),-11,4,-16,-12,4,0.6,47,-1.5,-0.2,-0.6,1
COc1ccc(S(=O)(=O)N2CCCc3ccccc32)cc1OC,-1,-7,7,-8,3,3.5,-20,-1.5,0.6,0.0,-7
O=C(COC(=O)c1ccc([N+](=O)[O-])o1)Nc1nc2ccccc2s1,1,-1,2,-2,1,2.1,-11,0.0,0.5,1.1,-15
Cc1ccc(NS(=O)(=O)c2ccc(/C=C/C(=O)O)cc2)cc1Cl,4,6,8,-11,4,3.5,145,-0.4,2.8,-0.8,-4
Cc1ccc2nc(SCC(=O)Nc3ccc4c(c3)OCCO4)[nH]c2c1,-1,2,-11,-17,1,-1.1,-23,-0.5,1.1,0.3,-1
CCCCN(C)Cc1c(O)ccc2c(=O)c(-c3ccccc3OC)coc12,2,3,1,-2,1,1.9,1,-3.6,-0.9,0.1,-3
CCCc1cc(=O)[nH]c(SCC(=O)Nc2sc3c(c2C(N)=O)CCCC3)n1,3,4,-5,-8,2,3.4,2,1.2,-2.1,-2.8,-12
Cc1ccc(CNC(=O)c2ccc(N3CCC4(CC3)CC(c3ccccc3)=NO4)c(N)c2)cc1,0,0,-5,-7,-2,1.2,511,-1.8,0.8,-0.9,-9

# The list goes on:
SMILES,DAGLB inh,PKA-R2B activ,PKA-R1A activ,HTR5A inv ctr,HTR5A ag ctr,phage Ecoli inh,Mot1-301 SUMO,CDK5 p35 inh,AddAB inh,Ecoli viability,Tat export inh
CNC(=O)c1ccc(NC(=O)c2cc(S(=O)(=O)N(C)C)ccc2N2CCCC2)cc1,-3,3,-10,11,-5,-1.1,-9,0.3,-0.8,1.9,-8
Cn1c(COc2ccccc2)nnc1SCCC(=O)Nc1ccccc1,-2,-9,-1,7,4,2.2,-7,0.0,3.2,-0.8,7
Cc1c(NS(=O)(=O)c2cccc(C(=O)OCC(=O)c3ccc(Cl)cc3)c2)c(=O)n(-c2ccccc2)n1C,1,0,-10,9,-4,-2.3,x,0.7,x,x,14
CC1=C(C(=O)Nc2ccccc2)C(c2ccccc2[N+](=O)[O-])NC(=O)N1 (stereo unspecified),1,-3,-4,20,1,3.6,+,0.7,1.4,1.8,2
O=C(Nc1ccccc1)C1CCCN1C(=O)Nc1ccccc1[N+](=O)[O-] (stereo unspecified),-1,-3,-1,16,0,3.6,12,-0.3,1.0,0.9,-9
O=C(O)c1cc(NC(=O)c2ccccc2[N+](=O)[O-])ccc1O,-2,3,-7,-2,1,5.6,-10,0.2,5.6,2.0,-2
CC1CCC(NC(=O)CN2C(=O)NC3(CCCCCC3)C2=O)CC1 (stereo unspecified),-1,-10,1,1,0,2.8,-1,-1.0,0.6,-1.9,-3
Cc1ccc(S(=O)(=O)N2CCCCC2)cc1C(=O)NCCCN1CCOCC1,-1,5,1,-15,6,1.2,1,-11,0.6,3.8,11
CC(=O)C1=C(C)NC(C)=C(C(C)=O)C1c1ccc(-c2ccccc2Cl)o1,3,-11,-7,-56,23*,1.6,x,0.4,x,x,6
O=C(O)CCC(=O)N(Cc1ccco1)C1CC(=O)N(c2ccccc2)C1=O (stereo unspecified),-1,-11,3,-10,4,0.3,-1,1.1,2.1,5.1,2
CCCn1nnnc1NCc1ccccc1OCc1ccc(F)cc1,-3,-1,-10,4,-2,2.7,-2,1.0,-0.4,-1.4,-1
N#Cc1ccc(S(=O)(=O)N2CCC(C(=O)N3CCN(Cc4ccc5c(c4)OCO5)CC3)CC2)cc1,-1,1,-1,-8,3,1.1,15,-4.3,1.3,1.2,12
COc1cccc(C(=O)NCCC2=CCCCC2)c1OC,-7,-13,-12,-21,0,0.9,-5,0.0,-0.2,-0.7,4
CC(C)NS(=O)(=O)c1ccc(OCC(=O)Nc2ccc(F)cc2F)cc1,1,-5,1,-7,0,x,-20,-0.7,-2.5,-3.2,-13
CCN(CC)C(=O)CC(c1cc(OC)c(OC)c(OC)c1)c1c(OC)cc(OC)c2ccc(=O)oc12 (stereo unspecified),-2,5,7,-55,19,1.6,-4,-1.8,2.9,0.3,-11
Cn1c(=O)oc2cc(S(=O)(=O)Nc3ccccc3F)ccc21,-2,9,-9,-3,1,0.7,13,1.2,0.1,1.3,0
CCC[C@@H]1CCCC/C=C\CCCC(=O)OCCN1C(=O)OC(C)(C)C,-9,-12,-6,-17,0,2.1,8,-2.2,1.4,0.2,9
CN1CCCC(C#CC(O)(c2ccccc2)c2ccccc2)C1 (stereo unspecified),-1,6,13,3,-3,4.0,106,-0.8,-1.4,-1.8,1
COc1ccc(C(=O)NCc2ccc(C)cc2)cc1S(=O)(=O)N1CCCC1,0,3,2,-13,5,2.1,-6,0.4,0.9,2.3,9
Cc1cc(=O)[nH]c(SCC(=O)Nc2nc3ccccc3s2)n1,0,-4,-17,-11,4,2.1,12,0.5,7.5,-0.1,15
O=C1CSC(c2ccccn2)N1c1ccc(C(F)(F)F)cc1 (stereo unspecified),-2,-11,-1,-7,0,2.1,9,0.1,2.5,1.6,18
Cc1cccc2cc(CN(CCCN(C)C)C(=S)NCCc3ccccc3)c(=O)[nH]c12,2,5,4,15,0,3.9,-4,-0.4,0.0,0.9,3
Cc1cc(NS(=O)(=O)c2ccc(NC(=O)CSc3nnc(-c4ccco4)n3N)cc2)nc(C)n1,-1,7,-6,8,-2,2.2,-5,0.3,1.4,0.8,-5
COC(=O)c1sc(NC(=O)c2cc(-c3ccccc3)nc3ccccc23)c(C#N)c1C,9,0,-5,6,-3,1.0,8,1.8,2.2,-1.1,-8
Cc1cccc(-n2nc3c(c2NC(=O)CCCl)CSC3)c1,5,-1,-5,-5,1,3.4,-11,0.1,-3.6,-0.5,-6
NC(=S)N/N=C/c1ccc(-c2ccc(SC(F)F)cc2)o1,1,5,-18,0,5,2.5,-10,1.3,3.0,-0.8,-2

# Compound activity from PubChem.
